Neddylation inh = inhibitors of cullin neddylation, primary screen, biochemical, TR-FRET, uHTS, NAE and Ubc12. NEDD8-conjugating enzyme Ubc12 (Homo sapiens) + NEDD8-activating enzyme E1 regulatory …. calls only at 25 µM. 360,000 compounds, 0.58% hits. AID 651699, 2012; in the data active = inhibition above about 36%
SKN-1 block = suppressors of acrylamide-induced Pgst-4::GFP reporter in worms, primary screen, SKN-1 inhibitor project, whole organism, uHTS, GFP/RFP fluorescence ratio, strain VP596 | AID 624304, 2012 | C. elegans VP596 Pgst-4::GFP/RFP ratio, 24 h | 360,000 compounds, 0.49% hits | inhibition, % at 21.8 µM;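 active = interference check ratio from 0.5 to 1.5 plus GFP to RFP signal ratio inhibition reaching or exceeding a fixed threshold, cut at about 30% in these data, passing the limit was not always enough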; also: some compounds called inactive have numbers as strong as hits
MsrA inhibitor = bovine MsrA enzyme inhibitors, primary screen, biochemical, absorbance, HTS. purified bovine MsrA, absorbance read-out. inhibition, % at 15.5 µM. 360,000 compounds, 0.75% hits. Methionine sulfoxide reductase A (Bos taurus); in the data active = inhibition above about 4.5%;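 also: 0% = vehicle wells with enzyme and 100% = reference inhibitor wells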
FAS TE block = FAS thioesterase domain inhibitors, primary screen, biochemical, fluorescence intensity, uHTS; Fatty acid synthase (Homo sapiens), P49327; recombinant FAS-TE, OMFH fluorogenic substrate, fluorescence endpoint; inhibition, % at 15 µM; 360,000 compounds, 0.67% hits; AID 602261, 2012;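 active = compounds whose normalised, plate-corrected inhibition of enzyme fluorescence in the single-dose primary screen is 50% or more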;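 also: 0% = DMSO with enzyme and 100% = substrate without enzyme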
MT1-MMP act inh = blockers of MT1-MMP proenzyme processing, primary screen, HT1080 RFP-PRO-GFP cells, GFP/RFP fluorescence; GFP/RFP ratio change, % at 20 µM; Matrix metalloproteinase-14 (Homo sapiens), P50281; AID 651647, 2012; 360,000 compounds, 0.061% hits; GFP/RFP ratio fluorescence, overnight; percent of plate control window, DMSO zero;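 active = GFP/RFP ratio change of at least 30% with cell ATP level not reduced by more than half and red fluorescence within 50% of control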; also: strong numbers were not always called active
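system = RFP-PRO-GFP reporter HT1080 cells | dosing = 20 µM single dose, 1% DMSO | timing = overnight cell settling, then overnight compound exposure, 37 °C, 5% CO2 | read-out basis = GFP/RFP fluorescence ratio | controls = DMSO and RFP-L50D-GFP cell wells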
MsrA act = bovine MsrA enzyme activators, primary screen, biochemical, absorbance, HTS. Methionine sulfoxide reductase A (Bos taurus). purified bovine MsrA, absorbance read-out. activation, % at 10.6 µM. 360,000 compounds, 0.3% hits; in the data active = activation above about 7.5%;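 also: 0% = vehicle and 100% = reference activator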
E coli Lon inh = inhibitors of E. coli Lon protease, primary screen, biochemical, fluorescence polarization; P0A9M0; purified E. coli Lon protease; 360,000 compounds, 0.42% hits; inhibition, % at 7.94 µM; AID 602123, 2011; in the data active = inhibition above about 13%, passing the limit was not always enough;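 also: 0% = enzyme with probe and DMSO and 100% = no enzyme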
CendR NRP1 mod = modulators of CendR peptide binding to NRP-1, primary screen, biochemical, fluorescence polarization, uHTS; Neuropilin-1 (Homo sapiens), O14786; inhibition, % at 25 µM; 360,000 compounds, 0.85% hits; FAM-RPARPAR peptide binding to NRP-1;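 active = inhibition or corrected inhibition above about 18%, plus a signal ratio from 0.5 to 1.5, limit read from the data, passing the limit was not always enough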; also: strong numbers were not always called active
Target sequence (O14786 whole entry, looked up): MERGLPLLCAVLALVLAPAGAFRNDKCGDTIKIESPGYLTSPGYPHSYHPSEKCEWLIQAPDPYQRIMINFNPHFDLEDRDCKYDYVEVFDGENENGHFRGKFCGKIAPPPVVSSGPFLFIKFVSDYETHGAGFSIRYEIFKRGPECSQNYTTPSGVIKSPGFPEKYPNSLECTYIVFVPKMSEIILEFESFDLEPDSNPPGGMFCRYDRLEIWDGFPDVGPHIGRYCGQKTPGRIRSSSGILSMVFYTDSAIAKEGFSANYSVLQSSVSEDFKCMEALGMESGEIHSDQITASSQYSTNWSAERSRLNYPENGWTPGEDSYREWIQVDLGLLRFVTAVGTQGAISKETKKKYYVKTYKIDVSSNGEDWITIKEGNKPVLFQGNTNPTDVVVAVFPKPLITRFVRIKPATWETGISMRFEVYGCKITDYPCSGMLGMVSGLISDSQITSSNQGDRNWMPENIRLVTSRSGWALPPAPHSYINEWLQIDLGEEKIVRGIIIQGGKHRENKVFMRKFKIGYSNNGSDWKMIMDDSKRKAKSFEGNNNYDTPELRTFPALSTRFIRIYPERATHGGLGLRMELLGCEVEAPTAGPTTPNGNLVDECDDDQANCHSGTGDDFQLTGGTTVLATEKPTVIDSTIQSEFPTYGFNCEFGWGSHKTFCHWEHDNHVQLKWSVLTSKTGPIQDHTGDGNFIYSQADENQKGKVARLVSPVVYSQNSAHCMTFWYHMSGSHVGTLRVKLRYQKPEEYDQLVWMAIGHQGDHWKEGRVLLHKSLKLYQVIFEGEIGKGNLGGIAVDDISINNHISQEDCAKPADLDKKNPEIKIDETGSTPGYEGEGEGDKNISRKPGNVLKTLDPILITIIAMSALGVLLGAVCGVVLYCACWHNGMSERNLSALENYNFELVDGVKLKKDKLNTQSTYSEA
Rin1 Abl inh = inhibitors of Rin1-Abl protein binding, primary screen, biochemical, TR-FRET. Tyrosine-protein kinase ABL1 (Homo sapiens) + Ras and Rab interactor 1 (Homo sapiens), …. inhibition, % at 7.35 µM. 360,000 compounds, 0.4% hits. AID 588664, 2011; in the data active = inhibition above about 5%, passing the limit was not always enough
* hit, by the source's call; i = inactive; x = no result given. Rows are unselected; about 4.2% have a hit in one of these screens.

Every second line gives: Neddylation inh	SKN-1 block	MsrA inhibitor	FAS TE block	MT1-MMP act inh	MsrA act	E coli Lon inh	CendR NRP1 mod	Rin1 Abl inh
- O=C(O)c1cccc(-c2ccc(/C=C3/SC(=Nc4ccccc4)N(Cc4cccnc4)C3=O)o2)c1
→ i	-10.8	-0.1	39.0	0.4	-11.2	-16.9	-67.1	2.4
- COc1ccc(N(C(=O)c2cccnc2)S(=O)(=O)c2cccc([N+](=O)[O-])c2)cc1
→ i	2.9	-1.2	11.1	2.8	-5.7	1.9	-0.1	2.9
- CCN(CC)c1ccc([N+](=O)[O-])cc1C(=O)N1CCOCC1
→ i	8.5	0.3	-3.3	4.2	-5.9	-5.6	10.9	1.6
- Cc1nc2nc[nH]c2cc1Br
→ i	-2.7	-0.4	-6.0	4.1	1.2	-8.6	8.2	-1.2
- CSc1ccccc1OCc1cc(C(=O)N2CCc3c(Cl)cccc3C2)no1
→ i	0.4	1.0	14.7	-3.6	-9.9	14.0	5.8	-0.3
- O=C(c1cc(S(=O)(=O)Nc2ccccc2F)c(Cl)cc1Cl)N1CCN(CCO)CC1
→ i	-10.9	0.0	-7.9	0.0	-9.2	-5.2	3.6	-0.1
- COc1ccc(OC)c(NC(=O)NCc2ccc(F)cc2)c1
→ i	-5.0	1.2	-2.9	4.4	-0.9	-10.1	-4.1	3.3
- COc1ccc(-c2csc(NCc3ccco3)n2)cc1C
→ i	26.1	x	17.3	12.4	0.1	-4.9	22.8*	1.4
- Cc1ccc(NC(=O)c2ncn(CCCN3CCN(c4ccccn4)CC3)n2)cc1C
→ i	-1.2	-0.2	-4.9	3.2	-1.2	-10.8	-10.2	-1.9
- O=C(Cn1cnc2ccccc2c1=O)NCc1ccc2c(c1)OCO2
→ i	8.5	0.1	-4.5	1.0	2.5	-6.4	-8.2	1.9
- O=C(c1ccc(F)cc1)n1cc(C(=S)N2CCOCC2)c2ccccc21
→ i	7.7	2.2	7.3	-1.6	-11.5	1.3	-14.5	-0.1
- O=C(Nc1cccc(S(=O)(=O)N2CCOCC2)c1)C1CCCCN1S(=O)(=O)c1ccccc1 (configuration not stated)
→ i	-4.3	-0.9	4.3	0.7	-4.6	-6.6	-3.2	2.1
- CC(CC(F)(F)F)N1CCC(n2nccc2NC(=O)CCOc2ccccc2)CC1 (configuration not stated)
→ i	22.3	2.8	1.4	-1.0	-2.6	-8.7	-1.8	-5.3
- COc1ccc(CCN2CC(C(=O)N3CCSCC3)CCC2=O)cc1 (configuration not stated)
→ i	3.9	-1.2	-5.0	-0.3	-0.1	1.6	0.8	2.5
- CC1CCCCN1C(=O)c1ccc(COc2ccc([N+](=O)[O-])cc2)o1 (configuration not stated)
→ i	15.7	0.7	0.2	1.6	-1.9	-4.3	-9.6	0.4
- O=C(Cn1nc(-c2ccccc2)ccc1=O)NCCN1CCN(Cc2ccccc2)CC1
→ i	-0.1	0.2	-5.9	3.8	-2.4	-6.8	1.5	-3.3
- COCC(=O)NCc1ccc2c(c1)OCO2
→ i	-10.5	0.3	-7.2	-2.1	-1.8	-3.8	2.6	-5.5
- COC(=O)c1[nH]c2cccc(OC)c2c1NC(=O)CCN1CCSCC1
→ x	11.9	0.5	-7.9	1.6	-2.8	-6.0	1.8	1.8
- COc1cccc(OC)c1NC(=O)Cc1nn(C)c(=O)c2ccccc12
→ i	-6.1	0.0	-2.5	2.2	0.5	-2.6	2.1	5.9
- CCCCNC(=O)C(C)N(CCN(C)C)C(=O)CCCN1C(=O)NC(c2ccc([N+](=O)[O-])cc2)C(C(=O)OCc2ccccc2)=C1C (configuration not stated)
→ i	4.8	x	8.2	-0.2	0.5	-12.5	-7.5	-1.5
- O=C(CN(C(=O)c1ccc(Cl)cc1)N1C(=O)C2CCCCC2C1=O)c1ccc(Cl)cc1 (configuration not stated)
→ i	4.3	-0.5	30.1	6.5	-3.0	1.4	-3.6	-0.7
- Cc1ccc2c(c1)CCCN2CC(=O)Nc1cccc(S(=O)(=O)N2CCCC2)c1
→ i	7.4	0.7	-16.3	-0.1	-3.5	-52.7	-59.0	-0.7
- O=c1oc2cc(S(=O)(=O)NCCCO)ccc2c2ccc(S(=O)(=O)NCCCO)cc12
→ i	-4.9	0.8	-8.0	5.2	1.1	-1.7	-8.7	-4.6
- N#Cc1c(N)nc2c(c1-c1ccco1)CCCCC2
→ i	6.0	1.1	0.2	-7.7	-11.3	0.2	-2.5	2.3
- O=C(CSC1=NCCS1)Nc1cccc2ccccc12
→ i	2.2	-0.4	-42.2	-1.4	0.9	0.9	-2.9	-4.9
- Cc1ccc(SCC(=O)NN=C2CCN(C)CC2)cc1
→ i	0.6	2.3	-3.3	2.0	3.3	-1.8	-23.4	1.0
- Cc1ccc(-c2cc(-c3ccc(F)cc3)nc(N)c2C#N)o1
→ x	10.3	3.0	-4.0	-20.5	-2.5	-20.1	-23.7	0.9
- FC(F)(F)c1ccccc1Cc1c(-c2cccc(Br)c2)nc2c3ccccc3ccn12
→ i	27.1	0.2	18.2	16.4	1.0	-16.4	-5.2	0.5
- CCOc1c2ccc(C(=O)NC3CCCc4ccccc43)cc2nn1CC (configuration not stated)
→ x	16.6	0.9	-3.1	1.9	-0.3	2.5	22.9*	0.0
- CCc1ccc(NC(=O)[C@H](C)NC(=O)C2CCN(C(=O)[C@@H](N)C(C)C)CC2)cc1
→ i	-16.6	-1.1	0.3	-0.2	-3.9	0.3	10.0	3.8
- CN(C)c1ccc(/C=C/CNC[C@H]2O[C@@H](n3ccc(N)nc3=O)[C@H](O)[C@@H]2O)cc1
→ i	5.0	0.2	-7.9	1.1	-2.2	1.1	-11.3	-1.5
- CCCCOC(=O)C1=C(C)NC(=O)NC1c1ccc2c(c1)OCO2 (configuration not stated)
→ i	4.6	0.9	0.5	-3.9	-4.3	2.8	2.4	0.1
- CCOCCCNS(=O)(=O)c1ccc(NC(=O)c2ccc(OC)c([N+](=O)[O-])c2)cc1
→ i	4.5	0.6	1.9	3.3	-1.1	-10.4	1.8	4.3
- Cc1ccccc1OCC(=O)Nc1nnc(-c2ccncc2)s1
→ i	1.1	2.0	-3.1	0.0	-3.8	-13.5	5.1	3.8
- CCOC(=O)N1CCN(C(=O)/C(=C\c2cccs2)NC(=O)c2cccs2)CC1
→ i	3.6	2.7	-2.1	5.5	-3.4	-9.4	5.5	0.7
- CCOc1ccc(N(CC(=O)Nc2cccnc2)S(=O)(=O)c2ccc(C)cc2)cc1
→ i	-3.3	-1.9	0.5	1.2	-2.8	-2.0	4.9	1.6
- CCOc1ccc(C(=O)C[n+]2cccc3cc(C)ccc32)cc1
→ i	22.9	1.7	-7.7	-75.1	-4.5	-17.4	-36.3	-2.0
- COc1ccccc1-n1c(SCC(=O)Nc2cccc(S(N)(=O)=O)c2)nc2ccccc2c1=O
→ i	6.7	-0.9	-1.0	-2.3	-3.2	0.4	4.9	3.9
- Cc1oc2ncnc(N)c2c1C
→ i	2.9	-0.3	-5.1	-5.3	-6.7	-1.4	3.1	-1.6
- COc1ccc(/C(C)=N/NC(=O)CNC(=O)CCc2ccccc2)c(OC)c1
→ i	-3.4	-0.3	-4.4	0.2	-2.4	-6.9	-6.1	0.7
- CCN(CC)S(=O)(=O)c1ccc(NC(=O)c2cccs2)cc1
→ i	11.3	0.6	3.9	4.7	-4.9	-4.4	6.3	2.0
- COc1ccccc1NC(=O)c1cc(-c2ccc(C)o2)nc2ccccc12
→ i	6.5	1.3	14.5	-3.3	-3.4	-2.1	-2.8	3.5
- CC1CC(C)CN(S(=O)(=O)c2cc3c4c(c2)C(C)C(=O)N4CCC3)C1 (configuration not stated)
→ i	5.0	1.6	-0.3	-1.3	0.1	-1.6	7.4	1.4
- O=C(CN1C2=NCCN2c2ccccc21)C12CC3CC(CC(C3)C1)C2
→ i	-9.8	-0.7	-33.2	4.5	-3.6	-1.6	8.5	-1.9
- COc1ccc([N+](=O)[O-])cc1CSc1nnc(NC(C)=O)s1
→ i	0.7	1.5	1.0	2.3	-6.3	-4.7	-3.1	-8.2

3 compounds already listed, arranged by length of the SMILES, falling:
Every second line gives: Neddylation inh	SKN-1 block	MsrA inhibitor	FAS TE block	MT1-MMP act inh	MsrA act	E coli Lon inh	CendR NRP1 mod	Rin1 Abl inh
- COc1ccccc1NC(=O)c1cc(-c2ccc(C)o2)nc2ccccc12
→ i	6.5	1.3	14.5	-3.3	-3.4	-2.1	-2.8	3.5
- CCCCOC(=O)C1=C(C)NC(=O)NC1c1ccc2c(c1)OCO2 (configuration not stated)
→ i	4.6	0.9	0.5	-3.9	-4.3	2.8	2.4	0.1
- CCOc1ccc(C(=O)C[n+]2cccc3cc(C)ccc32)cc1
→ i	22.9	1.7	-7.7	-75.1	-4.5	-17.4	-36.3	-2.0

Next results:
Every second line gives: Neddylation inh	SKN-1 block	MsrA inhibitor	FAS TE block	MT1-MMP act inh	MsrA act	E coli Lon inh	CendR NRP1 mod	Rin1 Abl inh
- CC1(C)CC(=O)C=C(NCCN2CCN(C(=S)Nc3ccc(F)cc3)CC2)C1
→ i	4.6	1.6	-1.8	4.2	-3.2	0.0	-3.6	-4.6
- COc1ccc(OC)c(/C=C/C(=O)N(C)CC(=O)Nc2cc(C)ccc2C)c1
→ x	12.0	0.6	-3.4	1.4	-3.9	-4.9	-11.9	1.3
- COc1ccccc1NC(=O)Cn1c(=O)oc2cc(S(=O)(=O)N3CCCC3)ccc21
→ i	2.0	1.2	-5.8	4.4	-0.1	-5.4	-10.5	3.7
- CC(C)c1ccc(N(CC(=O)NN=C2CCN(C)CC2)S(=O)(=O)c2ccccc2)cc1
→ i	-5.3	-1.3	-3.2	-7.8	-3.0	-1.7	5.4	-0.1
- CC1(C)OC(c2ccccc2)=C/C(=C/C=C2C(=O)c3ccccc3C2=O)O1
→ i	59.6*	-0.5	-3.2	-12.9	-2.6	-10.3	-74.2	4.1
- Nc1cc(Cl)ccc1C(=O)OCC(=O)NC1CCS(=O)(=O)C1 (configuration not stated)
→ x	12.8	1.7	-4.0	-1.9	-2.7	7.5	7.7	-2.1
- COc1ccc(-c2cc(C)no2)cc1S(=O)(=O)N(C)Cc1ccco1
→ i	-7.1	0.8	1.4	-3.2	-2.0	6.4	4.0	-2.5
- COc1ccc(-c2n[nH]c(C)c2-c2cnn(-c3ccccc3)c2)c(O)c1
→ i	-12.4	2.1	8.6	3.6	-0.9	-4.2	0.6	-1.1
- CCOc1ccc(NC(=O)c2ccc(S(=O)(=O)N(C)C)cc2)cc1
→ i	-5.6	-0.1	-2.1	2.6	-0.9	-2.0	-8.3	0.1
- CN(C)c1cc(N/N=C/c2ccc(Cl)cc2)nc(N(C)C)n1
→ i	4.4	1.8	31.6	-5.9	-1.9	6.8	-2.9	-1.8
- CCCS(=O)(=O)NC(=O)C1(C)CCN(C(=O)c2ccc(C(F)(F)F)cc2)C1 (configuration not stated)
→ i	3.9	1.2	-5.4	1.1	-1.9	0.9	-2.4	-0.7
- O=S1(=O)c2ccc(Br)cc2N2CCC[C@H]2CN1Cc1ccccc1
→ i	3.5	0.8	23.6	-2.5	-4.5	8.5	3.4	1.6
- C=CCSc1nnc2c(n1)OC=Nc1ccccc1-2
→ i	-13.8	1.9	-1.9	-1.1	-7.1	-3.1	-5.6	-2.1
- O=C(/C=C/c1ccc(O)cc1)c1c(O)cc(O)cc1O
→ i	-5.6	1.3	-0.4	1.5	-0.1	2.1	-1.9	-2.5

High-throughput results as filed in PubChem.
